POLH inh: blocks human DNA polymerase eta activity; recombinant Pol eta, fluorescent DNA replication assay; Potency, µM (doses to about 114 µM), for inactives: top-dose activity change, negative = inhibition, most hits filed as inhibitors; 390,000 tested, 1.2% active; active = well fitted inhibition curve with a large enough effect; inconclusive = small, poorly fitted or top-dose-only effect, or another doubt; inactive = no such curve, though single readings can be large or run the other way
Target sequence (Q9Y253 whole entry, looked up): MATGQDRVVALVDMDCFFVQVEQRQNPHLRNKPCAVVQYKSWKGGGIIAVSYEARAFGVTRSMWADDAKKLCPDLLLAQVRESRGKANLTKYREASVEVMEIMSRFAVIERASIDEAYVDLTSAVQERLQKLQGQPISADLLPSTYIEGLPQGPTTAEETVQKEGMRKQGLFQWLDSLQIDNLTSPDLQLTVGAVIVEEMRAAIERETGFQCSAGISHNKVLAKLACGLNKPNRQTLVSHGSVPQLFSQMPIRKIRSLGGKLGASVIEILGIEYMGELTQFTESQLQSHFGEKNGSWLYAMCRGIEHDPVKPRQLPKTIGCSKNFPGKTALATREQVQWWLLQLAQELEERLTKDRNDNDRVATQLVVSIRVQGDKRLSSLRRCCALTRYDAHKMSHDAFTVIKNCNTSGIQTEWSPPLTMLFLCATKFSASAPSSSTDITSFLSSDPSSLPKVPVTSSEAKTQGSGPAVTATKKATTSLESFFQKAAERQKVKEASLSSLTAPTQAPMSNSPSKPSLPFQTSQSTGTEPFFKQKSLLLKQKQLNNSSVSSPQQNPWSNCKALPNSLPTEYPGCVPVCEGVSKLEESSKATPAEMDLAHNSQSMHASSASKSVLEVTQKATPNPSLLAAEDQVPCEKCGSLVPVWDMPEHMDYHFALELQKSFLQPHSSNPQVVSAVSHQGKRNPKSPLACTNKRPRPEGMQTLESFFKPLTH
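Pol eta (10 nM) was preincubated with compounds for 15 min at room temperature, after which fluorescent replication substrate (50 nM final) was added to start the reaction. Fluorescence was read kinetically at 0 and 10 min.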
* = called active by the depositor; ? = inconclusive. % is scaled to controls: 0 for no effect and ±100 for the full control effect; potency is read from the fitted curve at half-maximal effect. A portion of the library. The share of hits here may be higher or lower than overall.

Compound	POLH inh
COc1cc2c(=O)[nH]c3cc([N+](=O)[O-])ccc3c2cc1[N+](=O)[O-]	-26.4%
CC(C)CC1C(=O)N(Cc2cn(CC3CCCCC3)nn2)CCS(=O)(=O)N1Cc1ccc(-c2ccncc2)cc1 (stereo unspecified)	-8.7%
Nc1nccc2c1ncn2C1OC(CO)C(O)C1O (stereo unspecified)	-4.7%
Cc1ccc(S(=O)(=O)NN(Cc2ccccc2)Cc2ccccc2)cc1	-22.5%
C[C@@H]1CN([C@@H](C)CO)C(=O)c2cc(-c3ccncc3)cnc2O[C@H]1CN(C)C(=O)c1cccc(F)c1	-2.5%
Nc1cc(C(=O)N2CCN(c3ccccc3Cl)CC2)ccc1N1CC2CC(C1)c1cccc(=O)n1C2 (stereo unspecified)	-18.0%
Cc1ccccc1NC(=O)C(C)Sc1nnc(CN2CCCC2)n1Cc1ccccc1 (stereo unspecified)	-17.8%
C[C@H](O)C#Cc1ccc2c(c1)O[C@@H](CN(C)C(=O)c1ccncc1)[C@@H](C)CN([C@H](C)CO)S2(=O)=O	-19.4%
O=S(=O)(NC1CCCC1)c1ccc(F)cc1F	-12.6%
Cc1ccnc(NS(=O)(=O)c2ccc(NC(=O)c3cccc(Cl)c3)cc2)n1	-12.5%
Cc1ccc(S(=O)(=O)NCCc2nnc3ccc(N4CCOCC4)nn23)cc1	-2.8%
O=C1[C@H]2[C@@H](c3ccc(C(F)(F)F)cc3)N[C@]3(CCCN(CC4CCCCC4)C3=O)[C@H]2C(=O)N1Cc1ccccc1	-14.9%
O=C(CNC(=O)N1CC(=O)Nc2ccccc21)Nc1ccc(Br)cc1F	-11.5%
COc1ccc(NC(=O)COC(=O)Cc2cccs2)cc1Cl	-24.1%
Cc1ccc(-c2cc3nc(C)cc(N4CCN(C(=O)c5ccoc5)CC4)n3n2)cc1	-17.5%
COCC#Cc1ccc2c(c1)O[C@@H](CN(C)C(=O)Nc1ccc(OC)cc1)[C@H](C)CN([C@H](C)CO)S2(=O)=O	-15.5%
O=S(=O)(Nc1ccc(NS(=O)(=O)c2ccccc2)c2ccccc12)c1ccccc1	-2.8%
CCc1ccc(C#CC2=CC(=O)CC(C)(C)C2)cc1	-11.7%
O=C(NCCc1cccc(F)c1)C1CC(O)CN1C(=O)Nc1ccccc1 (stereo unspecified)	4.1%
O=C(COC(=O)c1cc(S(=O)(=O)N2CCOCC2)ccc1F)Nc1ccccc1C(F)(F)F	-18.5%
O=C(Nc1cc(S(=O)(=O)N2CCOCC2)ccc1N1CCCC1)c1ccccc1F	0.1%
O=C(Nc1ccc(Cc2ccc(NC(=O)Nc3cccnc3)cc2)cc1)Nc1cccnc1	44.7µM*
CCOC(=O)C1(Cc2ccccc2)CCCN(C(=O)COc2ccccc2OC)C1 (stereo unspecified)	-2.4%
CN1C(=O)[C@H]2[C@@H](c3ccc(C(F)(F)F)cc3)N[C@]3(CCCN(Cc4ccc(Br)cc4)C3=O)[C@H]2C1=O	-20.6%
N#Cc1ccc(OCC(=O)NCCCN2CCCC2=O)cc1	-14.2%
C[C@@H]1CCCCO[C@H](CN(C)C(=O)CCC(F)(F)F)[C@@H](C)CN([C@H](C)CO)C(=O)c2cc(NC(=O)c3ccncc3)ccc2O1	-6.1%
C[C@H](CO)N1C[C@H](C)[C@@H](CN(C)C(=O)c2cccnc2)Oc2ncc(Br)cc2C1=O	-7.0%
O=C(Nc1nc(-c2ccc3c(c2)OCCO3)cs1)c1ccc(Br)o1	4.0%
O=C(/C=C/c1ccccc1[N+](=O)[O-])OCC(=O)N1CCN(c2ccccc2)CC1	-14.0%
COc1cc(Cl)ccc1OCc1cc(C(=O)N2CCN(C)C(=O)[C@@H]2C)no1	-7.7%
Cc1cn([C@H]2C[C@H](O)[C@@H](CNC(=O)[C@H](N)Cc3cn(COCc4ccccc4)cn3)O2)c(=O)[nH]c1=O	-3.1%
CCOc1cc(/C=C/C(=O)OCC(=O)N(CC)C2CCS(=O)(=O)C2)cc(Cl)c1OC (stereo unspecified)	-3.2%
CN(C)c1nn2c(-c3ccccc3)nnc2o1	2.1%
Cc1ccc2c(=O)n3c(nc2c1)C(Cc1ccc(O)cc1)NC(=O)c1cc2ccccc2cc1-3 (stereo unspecified)	-19.0%
CC(C)C1CCN(C(=O)C2CCC(=O)N(C3CCCCCC3)C2)CC1 (stereo unspecified)	-9.4%
CC(=O)Nc1ccc(NC(=O)CCCN2C(=O)C(c3ccccc3)Oc3cccnc32)cc1 (stereo unspecified)	1.2%
O=C(CSCC(=O)OCC(=O)N1CCN(C(=O)c2ccco2)CC1)Nc1ccc(Cl)cc1	2.3%
C[C@@H]1CN([C@@H](C)CO)C(=O)CCCn2nncc2CO[C@@H]1CN(C)S(=O)(=O)c1ccc2c(c1)OCCCO2	-22.3%
CC1=NN(c2ccccc2)C(=O)C1C(=S)SC1CC(=O)NC1=O (stereo unspecified)	-1.8%
CCOC(=O)C1=C(C)OC(=CC=Cc2ccccc2)C1=O	?
O=C(COC(=O)c1ccc(O)cc1)Nc1cc(S(=O)(=O)N2CCCCCC2)ccc1Cl	-2.5%
CC(OC(=O)CCNS(=O)(=O)c1ccc(Cl)cc1)C(=O)N(C)Cc1ccccc1 (stereo unspecified)	-17.4%
O=C(COC(=O)c1cccc(Br)c1)NC1CCCCCCC1	-1.3%
O=C(Nc1cc(S(=O)(=O)N2CCCC2)ccc1OCC(F)(F)F)c1ccncc1	-7.0%
CNC(=S)N1CCC(C(=O)c2ccc(Cl)cc2)CC1	-5.7%
C[C@H](O)[C@@H]1CN2CCc3c([nH]c4ccccc34)[C@@H]2C[C@@H]1N(C)C(=O)Nc1ccc(F)cc1	-15.1%
O=C(CCCN1C(=O)/C(=C\c2cccc(Br)c2)SC1=S)Nc1ccc(C(=O)O)cc1	1.2%
CCOc1cc(/C=N/Nc2ccc(S(=O)(=O)Nc3ccccc3C(=O)O)cc2[N+](=O)[O-])cc(Cl)c1O	25.1µM*
Cc1cc(Cl)ccc1OC(C)C(=O)Nc1cccc(S(=O)(=O)N2CCOCC2)c1 (stereo unspecified)	-14.9%
CCc1ccccc1NC(=O)CCC(=O)N1CCN(C(C)=O)CC1	-13.6%

Remaining list, next part
Compound	POLH inh
CC12CCC3c4ccc(O)c([N+](=O)[O-])c4CCC3C1CCC2=O (stereo unspecified)	-5.5%
C[C@@H]1CN([C@H](C)CO)C(=O)c2cc(Br)cnc2O[C@H]1CN(C)Cc1cccnc1	-3.1%
C#CC1(N2CCCCC2)CCCCC1	-24.4%
COc1ccccc1C#CC1=CC(=O)CC(C)(C)C1	-1.1%
COC1CC(N)C2OC(c3ccccc3)OCC2O1 (stereo unspecified)	0.0%
Cn1c(SCC(=O)NCCC2=CCCCC2)nnc1C(F)(F)F	-1.9%
N#Cc1ccc2sn(-c3ccccc3)c(=O)c2c1	-13.1%
Cc1cc(OCC(=O)OCC(=O)N(Cc2ccccc2)C(C)(C)C)ccc1Cl	-19.1%
C[C@H]1CN([C@@H](C)CO)C(=O)CCCn2cc(nn2)CO[C@@H]1CN(C)S(=O)(=O)c1ccc(Oc2ccccc2)cc1	-13.3%
O=C(c1cccs1)N1C[C@H](n2cc(C3CC3)nn2)[C@@H](O)C[C@@H]1c1ccc(Cl)cc1	-10.2%
CCCCCCN1C[C@H](n2cc(-c3ccc(F)cc3)nn2)[C@@H](O)C[C@@H]1c1ccccc1	-16.0%
O=C(Nc1ccc([N+](=O)[O-])cc1Cl)c1cccc([N+](=O)[O-])c1	?
CCOC(=O)N(C)C[C@H]1OCc2cnnn2CCCC(=O)N([C@@H](C)CO)C[C@@H]1C	-11.0%
Cc1ccc([C@H]2C[C@@H](n3cc(C4CC4)nn3)[C@H](O)CN2C(=O)C2CCCCC2)cc1	-24.6%
O=C(NCC(c1cccs1)N1CCOCC1)c1cc(F)cc(F)c1 (stereo unspecified)	7.2%
CN(C)S(=O)(=O)c1cccc(NC(=O)COc2ccccc2C(=O)Nc2ccccc2)c1	-4.9%
CC(=O)N1CCOC12CCN(Cc1ccccc1)CC2	-20.3%
CCCCN1C(=O)C(CC(=O)NCc2cccc3ccccc23)CC(C(=O)N(C)C)=C1C (stereo unspecified)	4.5%
Cc1cc(C(=O)N2CCc3ccccc32)ccc1[N+](=O)[O-]	-16.6%
CCN(CCn1cccn1)C(=O)c1ccc(OC2CCN(C(=O)CCOC)CC2)cc1	-3.8%
COc1cc(C(C)=O)ccc1OCC(=O)Nc1ccc(S(=O)(=O)N2CCCCC2)cc1	-17.9%
CCC1NC(=O)c2cc3ccccc3cc2-n2c1nc1cc(OC)c(OC)cc1c2=O (stereo unspecified)	-23.0%
O=C(Nc1nnc(-c2ccco2)o1)c1ccc(S(=O)(=O)N2CCCCC2)cc1	-10.8%
NC(=O)c1ccsc1NC(=O)COC(=O)CCc1ccccc1	-10.3%
COc1ccccc1CNCc1ccc2c(c1)OCO2	-15.2%
COc1ccccc1OCC(=O)Nc1ccc(C(=O)Nc2ccccc2C(=O)O)cc1	-2.8%
CC(C)(C)NC1=NCCNC(c2ccccc2)=C1	4.8%
CCc1cc(C(=O)Nc2cc(S(=O)(=O)N3CCCCC3)ccc2N2CCN(C)CC2)sc1C	-22.0%
Cc1cc(C(=O)OC(C)C(=O)NC2CCCCC2C)c2ccccc2n1 (stereo unspecified)	-16.2%
C[C@H]1CN([C@@H](C)CO)C(=O)CCCn2cc(nn2)CO[C@@H]1CN(C)S(=O)(=O)c1ccc(-c2ccccc2)cc1	-0.3%
CCCn1c(=S)[nH]c2cc(C(=O)N3CCN(c4ccc(F)cc4)CC3)ccc2c1=O	-19.5%
OCC[C@@H]1C[C@H](O)[C@@H](O)[C@@]2(OCc3cc(C(F)(F)F)ccc32)O1	-18.8%
O=C1CCCN1c1ccc([N+](=O)[O-])cc1	3.1%
O=C(Oc1ccc[nH]c1=O)C1CC1	-3.7%
O=S(=O)(Nc1ccccc1N1CCCC1)c1ccccc1C(F)(F)F	-9.7%
COc1ccc([C@H]2CN(c3ccccc3)C(=O)[C@@H]2CC(=O)Nc2ccccc2)cc1	-12.7%
COc1ccc(C(=O)Nc2nc(CC(=O)NCc3c(F)cccc3F)cs2)cc1	-4.4%
COc1cccc(/C=N/NC(=O)c2nnn(-c3nonc3N)c2CN(C)C2CCCCC2)c1	-7.7%
CCCCCCN1C[C@@H](n2cc(-c3ccc(F)cc3)nn2)[C@H](O)C[C@@H]1c1ccccc1	?
Cc1onc(-c2ccccc2)c1C(=O)NC1CCCCC1C (stereo unspecified)	-1.0%
O[C@H]1CN(Cc2cccs2)[C@@H](c2ccccc2)C[C@@H]1n1cc(C2CC2)nn1	-9.9%
O=C(Nc1ccc([N+](=O)[O-])cc1)c1cccc([N+](=O)[O-])c1	-7.6%
CC1(C)CN(Cc2ccccc2)C(=O)[C@H]1CC(=O)Nc1ccc(Br)cc1	-16.6%
C[C@@H]1CN([C@@H](C)CO)C(=O)CCCn2nncc2CO[C@H]1CN(C)C(=O)Nc1ccccc1F	-4.2%
CCN(CC1CCCO1)C(=O)CCc1nnc(CCc2ccccc2)o1 (stereo unspecified)	-4.0%
C[C@@H]1CN([C@@H](C)CO)C(=O)CCCn2nncc2CO[C@H]1CN(C)S(=O)(=O)c1ccc(C#N)cc1	-0.5%
C[C@H]1CN([C@@H](C)CO)C(=O)CCCn2nncc2CO[C@@H]1CN(C)Cc1ccc2c(c1)OCCO2	3.5%
Cc1ccc(-c2ccc(CN3C(CC(C)C)C(=O)N(Cc4cn(CCC5OCCO5)nn4)CCS3(=O)=O)cc2)cc1 (stereo unspecified)	-9.5%
C[C@H](NC(=O)c1ncn2c1C(=O)NC[C@H]2C)c1ccccc1	-4.4%
COc1ccc(NC(=O)C[C@H]2C(=O)N(c3ccc(Br)cc3)C[C@@H]2CSC)cc1	-7.3%

Other entries follow.
Compound	POLH inh
Cc1cc(NS(C)(=O)=O)c(=O)n(Cc2cccc(C(F)(F)F)c2)c1	-10.9%
CNC(=O)C[C@H]1C(=O)N(Cc2ccccc2)C[C@@H]1C	-5.1%
Cc1ccccc1-n1nc2c(c1NC(=O)C1CC1)CS(=O)(=O)C2	-13.6%
Cc1ccc([C@@H]2CC(=O)[C@@H]3CN(S(=O)(=O)c4ccc(C)cc4)[C@H](c4ccccc4)C[C@@H]3N2S(=O)(=O)c2ccc(Cl)cc2)cc1	0.9%
CN(CC(=O)N/N=C/c1ccc(F)cc1)S(=O)(=O)c1ccccc1	-3.7%
O[C@@H]1CN(Cc2cccs2)[C@@H](c2ccc(Cl)cc2)C[C@H]1n1cc(C2CC2)nn1	-14.4%
COc1ccc([C@H]2C[C@H](O)[C@@H](n3cc(COC(=O)c4ccccc4)nn3)CN2Cc2cccs2)cc1	-10.2%
COc1ccc(-n2c(SCC(=O)Nc3cc(C)on3)nc3c(c2=O)SC(C)C3)cc1 (stereo unspecified)	2.2%
CC(=NNC(N)=O)C1CC2CCC1CC2 (stereo unspecified)	-6.2%

Bioassay records deposited in PubChem by National Center for Advancing Translational Sciences (NCATS).
